# TcdB GH inh = blocks C. difficile toxin B glycohydrolase activity; TcdB glycohydrolase enzymatic assay, plate reader; inhibition, % at 9.99 µM; actives 0.24% (n = 350,000); AID 652162; in the data active = inhibition above about 10%
# * = called active by the depositor. A portion of the library; the hit share may differ from the screen's.
SMILES,TcdB GH inh
O=C(C[C@@H]1C=C[C@@H](NS(=O)(=O)c2ccc(F)cc2)[C@@H](CO)O1)NCc1ccncn1,1.0
CO[C@@H]1CN(C)C(=O)c2cc(NC(=O)c3cc(C)on3)ccc2OC[C@H](C)N(C)C[C@H]1C,-0.5
CCCN(C)C[C@H]1Oc2ncc(C#CCN(C)C)cc2C(=O)N([C@H](C)CO)C[C@@H]1C,-0.1
O=C(c1cccnc1)N1CCCCN2[C@H](C1)[C@H](c1ccc(C#Cc3ccccn3)cc1)[C@@H]2CO,-0.3
CO[C@H]1CN(C)C(=O)c2ccc(NC(=O)c3ccccc3)cc2OC[C@@H](C)NC[C@H]1C,0.4
CC(C)CC#Cc1ccc2c(c1)O[C@@H](CN(C)C)[C@H](C)CN([C@@H](C)CO)S2(=O)=O,0.3
CCCN1[C@H](C(=O)N[C@H](C)c2ccccc2)[C@@H](CO)[C@@H]2Cn3c(cccc3=O)[C@@H]21,0.6
O=C(C1CC1)N1[C@@H](CO)[C@@H](c2ccccc2)C12CN(Cc1cccc(Cl)c1)C2,-5.8
C[C@@H]1CCCCO[C@@H](CN(C)C(=O)Cc2ccccc2)[C@@H](C)CN([C@H](C)CO)C(=O)c2cc(NS(=O)(=O)c3ccc(F)cc3)ccc2O1,0.9
O=C(N[C@H]1CC[C@@H](CCn2cc(-c3cccnc3)nn2)O[C@H]1CO)c1ccccc1F,-0.1
COCC(=O)N1CC(=O)N2[C@H](C1)[C@H](c1ccc(Br)cc1)[C@@H]2CO,-0.7
C[C@H]1CN([C@@H](C)CO)C(=O)Cc2cc(NC(=O)Nc3ccc4c(c3)OCO4)ccc2O[C@@H]1CN(C)C(=O)NC1CCCCC1,0.2
COc1ccc(S(=O)(=O)N(C)C[C@H]2OCCCC[C@H](C)Oc3ccc(NS(=O)(=O)c4ccc(Cl)cc4)cc3C(=O)N([C@@H](C)CO)C[C@@H]2C)cc1,-0.6
COCC#Cc1ccc([C@@H]2[C@H](CO)N3CCCCN(Cc4cncnc4)C[C@@H]23)cc1,1.4
C[C@@H]1CN([C@H](C)CO)C(=O)c2cc(NC(=O)c3ccncc3)ccc2O[C@@H]1CN(C)Cc1ccc(C(F)(F)F)cc1,0.9
COc1ccc(NC(=O)Nc2cccc3c2O[C@H](CN(C)S(=O)(=O)c2ccc(C)cc2)[C@@H](C)CN([C@@H](C)CO)C3=O)cc1,-0.9
COCC(=O)N(C)C[C@@H]1Oc2cc(C#Cc3cccnc3)ccc2S(=O)(=O)N([C@@H](C)CO)C[C@H]1C,1.4
CO[C@H]1CN(C)C(=O)c2ccc(NC(=O)C3CCC3)cc2OC[C@@H](C)N(Cc2ccccn2)C[C@@H]1C,0.5
COc1cccc(-c2ccc3c(c2)O[C@@H](CN(C)C(=O)C2CCCCC2)[C@H](C)CN([C@H](C)CO)S3(=O)=O)c1,-0.2
C[C@@H]1CN([C@H](C)CO)C(=O)Cc2cc(NC(=O)Nc3cccc4ccccc34)ccc2O[C@@H]1CN(C)Cc1ccc2c(c1)OCO2,-0.3
CCCC#Cc1ccc2c(c1)[C@@H]1[C@@H](CCN1S(=O)(=O)c1ccc(F)cc1)[C@H](CO)N2,0.9
C[C@H]1CN([C@@H](C)CO)C(=O)Cc2cc(NC(=O)C3CCCCC3)ccc2O[C@@H]1CN(C)CC1CC1,-0.4
C[C@H]1CN([C@@H](C)CO)C(=O)c2cc(-c3cncnc3)cnc2O[C@@H]1CN(C)C(=O)c1ccccc1F,0.1
CNC[C@@H]1OCCCC[C@@H](C)Oc2ccc(NC(=O)Nc3ccc(F)cc3)cc2C(=O)N([C@@H](C)CO)C[C@@H]1C,-1.0
CO[C@@H]1CN(C)C(=O)c2cc(NC(C)=O)ccc2OC[C@@H](C)N(C(=O)c2ccccc2F)C[C@H]1C,0.8

# Part of the list above in a different format.
molecule: COc1ccc(S(=O)(=O)N(C)C[C@H]2OCCCC[C@H](C)Oc3ccc(NS(=O)(=O)c4ccc(Cl)cc4)cc3C(=O)N([C@@H](C)CO)C[C@@H]2C)cc1
- TcdB GH inh = -0.6

molecule: COCC#Cc1ccc([C@@H]2[C@H](CO)N3CCCCN(Cc4cncnc4)C[C@@H]23)cc1
- TcdB GH inh = 1.4

# The list continues.
SMILES,TcdB GH inh
COCC(=O)N1CCCCN2[C@H](CO)[C@@H](c3ccc(-c4ccc(F)cc4)cc3)[C@@H]2C1,0.3
C[C@@H]1CN([C@H](C)CO)C(=O)c2cccc(NS(=O)(=O)c3cn(C)cn3)c2O[C@H]1CN(C)Cc1ccncc1,-0.5
CO[C@H]1CN(C)C(=O)c2cc(NC(=O)c3cnccn3)ccc2OC[C@H](C)N(C)C[C@@H]1C,-0.2
COc1ccccc1S(=O)(=O)N(C)C[C@@H]1Oc2cc(C#CCC(C)C)ccc2S(=O)(=O)N([C@@H](C)CO)C[C@H]1C,-0.6
C[C@@H](NC(=O)C[C@@H]1C[C@H]2c3cc(NS(=O)(=O)c4ccc(F)cc4)ccc3O[C@H]2[C@@H](CO)O1)c1ccccc1,0.8
N#C[C@H]1[C@H](c2ccccc2)[C@@H](CO)N1C(=O)Nc1cccc(F)c1,-2.5
C[C@H](CO)N1C[C@H](C)[C@@H](CN(C)Cc2ccc(C(=O)Nc3ccccc3N)cc2)Oc2ccc(N(C)C)cc2CC1=O,-9.0
C[C@H](NC(=O)C[C@H]1C[C@H]2c3cc(NC(=O)Nc4ccc(C(F)(F)F)cc4)ccc3O[C@H]2[C@@H](CO)O1)c1ccccc1,0.4
C[C@@H]1CCCCO[C@@H](CN(C)C(=O)Nc2cccc3ccccc23)[C@H](C)CN([C@@H](C)CO)C(=O)c2cc(NC(=O)Nc3ccc(F)cc3)ccc2O1,-1.5
O=C(NCC[C@@H]1CC[C@H](NS(=O)(=O)c2cccc(F)c2)[C@H](CO)O1)c1cnccn1,0.2
COc1ccccc1S(=O)(=O)N[C@H]1C=C[C@@H](CC(=O)NCc2cc(F)cc(F)c2)O[C@H]1CO,0.2
COCC(=O)N1C[C@@H](C)[C@@H](OC)CN(C)C(=O)c2cc(NC(=O)NC(C)C)ccc2OC[C@H]1C,0.1
CC=Cc1ccc2n(c1=O)C[C@H]1[C@H](CO)[C@@H](C(=O)N(C)C)[C@@H]2N1CC1CCCCC1 (mixture of isomers),0.1
C/C=C/c1ccc([C@H]2[C@@H](CO)N(C(C)=O)C23CN(S(C)(=O)=O)C3)cc1,-0.9
COc1ccc(NC(=O)N(C)C[C@@H]2OCCCC[C@@H](C)Oc3ccc(NC(=O)CCCN(C)C)cc3C(=O)N([C@@H](C)CO)C[C@H]2C)cc1,0.5
CN1CCN(C(=O)C[C@@H]2C[C@H]3c4cc(NC(=O)Nc5ccc(F)cc5)ccc4O[C@H]3[C@@H](CO)O2)CC1,-1.1
O=C(C[C@@H]1CC[C@H](NC(=O)CN2CCOCC2)[C@H](CO)O1)NC1CCC1,-0.7
C[C@H](CO)N1C[C@H](C)[C@H](CN(C)C(=O)Nc2ccccc2)Oc2c(NC(=O)CCCCCC(=O)Nc3ccccc3N)cccc2C1=O,-0.8
C[C@@H]1CN([C@@H](C)CO)C(=O)Cc2cc(N(C)C)ccc2O[C@H]1CN(C)CC1CCCCC1,-8.1
C[C@H]1CN([C@@H](C)CO)C(=O)c2cc(-c3cccc(C#N)c3)cnc2O[C@H]1CN(C)C(=O)C1CCOCC1,0.1
O=C(CN1CCOCC1)N[C@@H]1CC[C@@H](CCNC(=O)C2CCCC2)O[C@H]1CO,-0.7
C[C@@H]1CN([C@H](C)CO)C(=O)c2cc(NC(=O)Cc3cn(C)c4ccccc34)ccc2O[C@@H]1CN(C)CC1CCCCC1,0.7
C[C@@H]1CN([C@@H](C)CO)C(=O)c2cc(NC(=O)CCC(F)(F)F)ccc2O[C@@H](C)CCCCO[C@H]1CN(C)Cc1ccc(C(F)(F)F)cc1,-2.3
CCC(=O)N(C)C[C@@H]1Oc2cc(-c3cccc(OC)c3)ccc2S(=O)(=O)N([C@H](C)CO)C[C@@H]1C,0.3
COCC(=O)N1CC(=O)N2[C@@H](CO)[C@@H](c3ccc(C#CC4CC4)cc3)[C@@H]2C1,0.1

# 3 compounds drawn at random from those above, as already listed:
SMILES,TcdB GH inh
C/C=C/c1ccc([C@H]2[C@@H](CO)N(C(C)=O)C23CN(S(C)(=O)=O)C3)cc1,-0.9
N#C[C@H]1[C@H](c2ccccc2)[C@@H](CO)N1C(=O)Nc1cccc(F)c1,-2.5
CC=Cc1ccc2n(c1=O)C[C@H]1[C@H](CO)[C@@H](C(=O)N(C)C)[C@@H]2N1CC1CCCCC1 (mixture of isomers),0.1

# Quoted from the listing.
# Under TcdB GH inh, C[C@H](CO)N1C[C@H](C)[C@@H](CN(C)Cc2ccc(C(=O)Nc3ccccc3N)cc2)Oc2ccc(N(C)C)cc2CC1=O is entered as -9.0
# Under TcdB GH inh, C[C@@H]1CN([C@H](C)CO)C(=O)c2cc(NC(=O)Cc3cn(C)c4ccccc34)ccc2O[C@@H]1CN(C)CC1CCCCC1 is entered as 0.7
# Under TcdB GH inh, C[C@@H]1CN([C@@H](C)CO)C(=O)c2cc(NC(=O)CCC(F)(F)F)ccc2O[C@@H](C)CCCCO[C@H]1CN(C)Cc1ccc(C(F)(F)F)cc1 is entered as -2.3
# Under TcdB GH inh, COCC(=O)N1CC(=O)N2[C@@H](CO)[C@@H](c3ccc(C#CC4CC4)cc3)[C@@H]2C1 is entered as 0.1

# (more compounds)
SMILES,TcdB GH inh
CC(=O)N[C@H]1CC[C@@H](CCNC(=O)C2CCCCC2)O[C@@H]1CO,-0.9
C/C=C/c1cnc2c(c1)C(=O)N([C@@H](C)CO)C[C@@H](C)[C@H](CN(C)S(=O)(=O)c1ccccc1)O2,0.8
CN(C)C(=O)c1cccc(-c2ccc([C@H]3[C@H]4CN(C(=O)C5CCCCC5)CC(=O)N4[C@H]3CO)cc2)c1,1.5
CO[C@H]1CN(C)C(=O)c2ccc(NC(C)=O)cc2OC[C@H](C)N(C(=O)c2ccc(F)cc2)C[C@H]1C,0.0
CCNC(=O)C[C@H]1CC[C@@H]2[C@@H](COc3ccc(NC(=O)c4cccs4)cc3C(=O)N2C)O1,3.0
O=C(NC[C@H]1N[C@@H](CO)[C@H]1c1ccc(-c2ccccc2F)cc1)c1ccccn1,0.2
Cc1ccc(S(=O)(=O)N[C@@H]2C=C[C@H](CC(=O)NCc3ccccc3F)O[C@@H]2CO)cc1,-1.1
C[C@@H]1CN([C@H](C)CO)S(=O)(=O)c2ccc(C#CC3CC3)cc2O[C@@H]1CN(C)C(=O)c1cnccn1,0.1
C[C@@H]1CCCCO[C@H](CN(C)Cc2ccc(C(F)(F)F)cc2)[C@H](C)CN([C@H](C)CO)C(=O)c2cc(NS(=O)(=O)c3cccs3)ccc2O1,-0.2
C[C@@H]1CN([C@@H](C)CO)C(=O)c2cc(C#CC3CCCC3)cnc2O[C@H]1CN(C)S(C)(=O)=O,1.3
CC(=O)N1[C@H](CO)[C@H](c2ccc(C3=CCCCC3)cc2)[C@@H]1CNC(=O)CC1CC1,1.1
COCC(=O)N1C[C@H](C)[C@H](OC)CN(C)C(=O)c2cc(NS(C)(=O)=O)ccc2OC[C@H]1C,2.5
Cc1ccc(S(=O)(=O)Nc2ccc3c(c2)C(=O)N([C@H](C)CO)C[C@H](C)[C@H](CN(C)S(=O)(=O)c2ccccc2)O3)cc1,1.6
CCC(=O)N(C)C[C@@H]1[C@@H](c2ccc(-c3ccccc3F)cc2)[C@H](CO)N1C(C)=O,2.4
COc1cccc(-c2ccc([C@H]3[C@@H](CO)N4CCCCN(C(=O)c5ccc(F)cc5)C[C@H]34)cc2)c1,-2.5
CN1C(=O)c2cc(NC(=O)Nc3ccccc3)ccc2OC[C@H]2O[C@H](CC(=O)NC3CCC3)CC[C@@H]21,-2.1
CCC(=O)Nc1ccc2c(c1)C(=O)N(C)C[C@H](OC)[C@@H](C)CN(Cc1ccccn1)[C@H](C)CO2,-0.4
O=S(=O)(c1ccc(F)cc1)N1CCCCN2[C@H](CO)[C@H](c3ccc(C#CC4CCCC4)cc3)[C@@H]2C1,-0.2
C[C@H]1CCCCO[C@H](CN(C)Cc2ccncc2)[C@@H](C)CN([C@@H](C)CO)C(=O)c2cc(NC(=O)Nc3ccc4c(c3)OCO4)ccc2O1,-0.3
CN(C)C(=O)c1cccc(-c2ccccc2[C@H]2[C@@H](C#N)N(C(=O)C3CC3)[C@H]2CO)c1,-0.5
COCC(=O)N(C)C[C@@H]1Oc2ncc(C#Cc3ccc(OC)cc3)cc2C(=O)N([C@H](C)CO)C[C@@H]1C,0.2
C[C@H](CO)N1C[C@H](C)[C@H](CN(C)Cc2ccc3c(c2)OCO3)Oc2c(NC(=O)Nc3ccc(F)cc3)cccc2C1=O,1.1
COC(=O)[C@@H]1[C@@H](CO)[C@@H]2Cn3c(ccc(-c4cccc(C(=O)N(C)C)c4)c3=O)[C@H]1N2C(=O)NC(C)C,-0.6
COCC(=O)Nc1ccc2c(c1)OC[C@@H](C)NC[C@@H](C)[C@H](OC)CN(C)C2=O,-1.4
CO[C@@H]1CC[C@H]2CCN(C)C(=O)C[C@H](c3ccccc3)CN(C)C(=O)c3cccc(C#N)c3OC[C@@H]1O2,0.9

# Going on with the list:
SMILES,TcdB GH inh
CCC(=O)N1CC2(C1)[C@H](c1ccc(-c3ccccc3C)cc1)[C@@H](CO)N2C(C)=O,0.4
COc1ccc(CN(C)C[C@H]2OCCCC[C@H](C)Oc3ccc(NS(=O)(=O)c4ccc(F)cc4)cc3C(=O)N([C@H](C)CO)C[C@H]2C)cc1,1.3
C[C@@H]1CN([C@@H](C)CO)C(=O)c2cc(-c3ccc(F)cc3)cnc2O[C@@H]1CN(C)C(=O)Cc1ccccn1,0.7
CCCNC(=O)C[C@H]1C[C@@H]2c3cc(NC(=O)Nc4ccccc4F)ccc3O[C@@H]2[C@H](CO)O1,-0.8
N#C[C@H]1[C@H](c2ccc(C3=CCCC3)cc2)[C@@H](CO)N1c1nc(-c2ccccc2)cs1,0.4
C[C@@H]1CN([C@H](C)CO)C(=O)c2cccc(NC(=O)Nc3ccccc3)c2O[C@@H]1CN(C)C(=O)Nc1ccc(F)cc1,1.6
COc1ccc(NC(=O)N(C)C[C@@H]2Oc3ccc(NC(=O)CCN4CCOCC4)cc3CC(=O)N([C@@H](C)CO)C[C@H]2C)cc1,-0.2
COc1ccc2c3c(n(C)c2c1)[C@H](CO)N(C(=O)Cc1ccccn1)CC31CCN(CC2CCCCC2)CC1,-0.8

# Compound activity deposited in PubChem BioAssay by Broad Institute.
